eLon inh = inhibitors of E. coli Lon protease. purified E. coli Lon protease, fluorescence polarization. inhibition, % at 7.94 µM. 360,000 compounds, 0.42% hits. AID 602123; in the data active = inhibition above about 13%, passing the limit was not always enough;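 note: 0% = enzyme with probe and DMSO and 100% = no enzyme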
SUMO1-SIM PPI = alters human SUMO1 binding to SIM partners. SUMO1 binding to a labelled peptide, TR-FRET, 1 h. AID 602429. 360,000 compounds, 0.33% hits. P63165. inhibition, % at 20 µM; in the data active = inhibition above about 37%
DNMT1 inh = blocks human DNA methyltransferase DNMT1; P26358; DNMT1 molecular beacon, Hinp1I cleavage, fluorescence; inhibition (reported as % activation of signal), % at 10 µM; 360,000 compounds, 0.83% hits; AID 588458; in the data active = inhibition above about 50%
Target sequence (P26358 504-1616 limits assumed): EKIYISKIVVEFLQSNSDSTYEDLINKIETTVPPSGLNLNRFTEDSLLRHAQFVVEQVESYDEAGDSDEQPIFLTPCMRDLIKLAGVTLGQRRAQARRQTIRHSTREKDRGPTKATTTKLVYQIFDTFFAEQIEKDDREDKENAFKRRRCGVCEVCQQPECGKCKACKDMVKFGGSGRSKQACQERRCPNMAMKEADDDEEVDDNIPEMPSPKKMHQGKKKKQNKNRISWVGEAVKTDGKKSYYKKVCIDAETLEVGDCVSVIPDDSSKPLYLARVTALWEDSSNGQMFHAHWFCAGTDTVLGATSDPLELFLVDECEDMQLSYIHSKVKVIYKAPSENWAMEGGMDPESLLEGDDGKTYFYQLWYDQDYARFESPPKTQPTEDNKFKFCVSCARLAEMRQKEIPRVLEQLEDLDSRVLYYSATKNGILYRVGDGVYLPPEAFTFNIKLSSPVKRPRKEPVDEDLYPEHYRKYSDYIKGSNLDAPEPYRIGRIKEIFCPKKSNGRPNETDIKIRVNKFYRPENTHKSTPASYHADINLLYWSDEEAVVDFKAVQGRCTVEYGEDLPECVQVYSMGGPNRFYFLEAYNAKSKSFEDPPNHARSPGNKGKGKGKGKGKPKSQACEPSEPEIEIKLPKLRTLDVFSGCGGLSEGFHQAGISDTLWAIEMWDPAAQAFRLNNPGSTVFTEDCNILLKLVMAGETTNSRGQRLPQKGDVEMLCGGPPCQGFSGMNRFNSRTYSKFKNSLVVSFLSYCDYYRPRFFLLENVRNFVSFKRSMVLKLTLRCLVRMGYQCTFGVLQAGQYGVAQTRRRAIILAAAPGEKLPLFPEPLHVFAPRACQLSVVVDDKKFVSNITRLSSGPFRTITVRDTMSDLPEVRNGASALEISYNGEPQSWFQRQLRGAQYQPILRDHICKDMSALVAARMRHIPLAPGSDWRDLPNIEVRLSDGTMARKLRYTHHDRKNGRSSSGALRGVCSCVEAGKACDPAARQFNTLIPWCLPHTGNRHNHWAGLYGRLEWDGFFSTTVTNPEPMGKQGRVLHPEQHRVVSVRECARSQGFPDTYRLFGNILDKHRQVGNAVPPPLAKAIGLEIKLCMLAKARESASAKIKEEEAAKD
bovine MsrA act = bovine methionine sulfoxide reductase A activation. purified bovine MsrA, absorbance read-out. activation, % at 10.6 µM. 360,000 compounds, 0.3% hits. AID 602163; in the data active = activation above about 7.5%;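 note: 0% = vehicle and 100% = reference activator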
TbMetRS inhib = Trypanosoma brucei MetRS inhibition; purified T. brucei MetRS, ATP depletion, Kinase-Glo luminescence; inhibition, % at 11.9 µM; 360,000 compounds, 0.4% hits;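 active = inhibition above a per-plate cutoff of the control wells' mean inhibition plus 3 SD, cut at about 5.5% in these data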;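 note: 0% = DMSO wells median and 100% = median of wells with control inhibitor compound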
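Material: T. brucei methionyl-tRNA synthetase, purified; reagent: substrates ATP, L-methionine and bulk Escherichia coli tRNA; dosing: 11.9 µM single point; timing: 15 min plus 2 h at 25 °C; detection: luminescence of leftover ATP; evaluation: % inhibition; control set: DMSO-only wells as low control; replicates: singlicate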
STEP block = STEP (human) phosphatase inhibition. P54829. 360,000 compounds, 0.25% hits. inhibition, % at 20 µM. recombinant STEP, OMFP fluorogenic substrate, fluorescence;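 active = inhibition at 20 µM, scaled per plate between control wells, above about 37%, limit read from the data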;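 note: 0% = DMSO with enzyme and substrate and 100% = substrate only without enzyme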
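Measure: Control-normalized % inhibition with plate pattern correction | Test system: STEP phosphatase, cell-free reaction | Medium: pH 6.0 Bis-Tris with DTT and Tween 20 | Technique: Fluorescence, 480/540 nm | Times: Reaction 20 min, ambient temperature | Doses: Single compound dose of 20 µM, 1% DMSO final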
Scp-1 inhibitor = Scp-1 (human) phosphatase inhibition; Recombinant Scp1, phosphopeptide, malachite green phosphate absorbance; inhibition, % at 20 µM; 340,000 compounds, 0.88% hits; AID 493091;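 active = inhibition above about 50% at 20 µM, limit read from the data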;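 note: plate controls were DMSO wells with enzyme for no effect and wells lacking enzyme for full effect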
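Test system: SCP-1 phosphatase catalytic domain, residues 76-261 | Compound dosing: One concentration, 20 µM, with 1.0% DMSO | Schedule: 45 min room-temperature reaction, 5 min colour, 30 min stabiliser | Detection: Absorbance at 630 nm | Read-out basis: % inhibition of SCP-1 phosphate liberation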
LMPTP block = blocks human LMPTP phosphatase; recombinant LMPTP-A, OMFP fluorogenic substrate, fluorescence intensity; inhibition, % at 20 µM; 360,000 compounds, 0.22% hits;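 active = compounds that cut the enzyme signal by at least half of the control window in the single-dose screen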;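 note: plate controls were DMSO wells with enzyme plus substrate for no effect and substrate without enzyme for full effect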
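Test system – LMPTP-A enzyme · Amount – LMPTP-A at 0.625 nM final in the reaction · Buffer or medium – Bis-Tris pH 6.0, DTT, detergent · Reagent – OMFP 400 µM · Doses – single 20 µM dose · Schedule – reaction 50 min, room temperature, dark · Detection – fluorescence intensity of OMFP turnover product · Evaluation – percent inhibition versus substrate-only and uninhibited controls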
MsrA inh = inhibitors of bovine MsrA; purified bovine MsrA, absorbance read-out; inhibition, % at 15.5 µM; 360,000 compounds, 0.75% hits; AID 651718; in the data active = inhibition above about 4.5%;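 note: 0% = vehicle wells with enzyme and 100% = reference inhibitor wells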
NRP1-CendR mod = modulators of CendR peptide binding to human neuropilin-1; FAM-RPARPAR peptide binding to NRP-1, fluorescence polarization; O14786; inhibition, % at 25 µM; 360,000 compounds, 0.85% hits; AID 602438;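 active = inhibition or corrected inhibition above about 18%, plus a signal ratio from 0.5 to 1.5, limit read from the data, passing the limit was not always enough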; note: strong numbers were not always called active
An asterisk follows results filed as active; / = no result given.

SMILES	eLon inh	SUMO1-SIM PPI	DNMT1 inh	bovine MsrA act	TbMetRS inhib	STEP block	Scp-1 inhibitor	LMPTP block	MsrA inh	NRP1-CendR mod
O=S(=O)(Nc1ccc(S(=O)(=O)Nc2ccccc2)cc1)c1ccccc1	-3	1	-2	-1	-0.7	4	-2	0.4	-0.5	1
Cc1nc(SCC(=O)N2CC(=O)Nc3ccccc32)c2c(C)c(C)sc2n1	-1	4	-1	0	-0.1	0	-6	1.0	0.1	2
COC(=O)c1ccc(C2C(Oc3ccc(OC)cc3)C(=O)N2CCc2ccc(OC)c(OC)c2)cc1 (stereo unspecified)	-1	3	9	-3	-0.1	-1	-17	1.7	-0.4	-7
CC(C(=O)NC1CCCC1)N(Cc1ccco1)C(=O)c1snc(C(=O)NC2CCCC2)c1N (stereo unspecified)	-3	-12	-2	-5	-0.6	3	0	0.1	0.3	1
O=C(Nc1ccccc1C(=O)O)c1cccc(S(=O)(=O)Nc2ccc(Br)cc2)c1	-7	20	-2	-5	2.2	0	0	1.4	3.1	-19
NC(=O)c1ccc[n+](CCC[n+]2cccc(C(N)=O)c2)c1	-2	-3	0	0	0.1	-3	-3	-2.7	0.3	1
CCN(CC)CCOC(c1ccccc1)c1ccc(C)cc1 (stereo unspecified)	-7	-2	1	-4	-0.1	-3	1	-3.0	-0.3	3
O=C(COC(=O)c1cc(S(=O)(=O)N2CCCCC2)ccc1N1CCOCC1)c1ccccc1	-2	1	6	-9	-0.7	4	-10	2.9	-0.1	-3
N#CC1=C2Nc3ccccc3N2C(=O)NC1(c1ccccc1)C(F)(F)F (stereo unspecified)	-3	-2	7	-4	-0.1	4	-11	1.0	1.1	8
CC(=O)C1=CN(CC2CCCCC2)CCC1=O	-5	0	4	-1	0.2	-4	-11	-0.8	-0.2	16
CCC(C)c1ccc(NC(=S)N2CCCC2)cc1 (stereo unspecified)	6	-4	3	-4	-0.4	-2	7	0.0	0.1	17
Cc1cc(C)n(CC2CC(=O)N(c3cc(Cl)cc(Cl)c3)C2=O)n1 (stereo unspecified)	-18	1	9	3	-0.3	-2	1	-1.1	-0.8	-6
O=C(COc1ccccc1)NCC1CCCO1 (stereo unspecified)	-1	-2	0	-8	-1.2	0	-1	-1.1	1.5	6
COc1cc(C(=O)NCC(c2ccco2)N2CCCC2)ccc1OCc1c(C)noc1C (stereo unspecified)	1	-1	-3	-4	-1.1	1	-9	-9.7	-1.7	-17
COc1ccc(C(=O)C(CN2CCOCC2)c2ccccc2)cc1F (stereo unspecified)	-5	-1	1	-4	-0.3	1	3	0.1	0.7	2
Cc1cn([C@H]2C[C@H](O)[C@@H](CNCc3cnc(N4CCOCC4)nc3)O2)c(=O)[nH]c1=O	3	0	1	0	0.0	2	/	-2.0	-0.5	-15
O=C(CSCc1ccc(Cl)cc1)Nc1ccccc1O	-5	-1	-2	-3	0.6	-2	-9	1.4	0.0	7
O=C(O)c1ccc(/C=N/Nc2ccc(Cl)nn2)cc1	-3	-7	2	-1	0.1	1	-8	1.1	1.1	3
O=C(C1=C(O)C(=O)N(CC2CCCO2)C1c1cccnc1)c1ccco1 (stereo unspecified)	-4	-1	2	-3	-0.1	26	3	-0.6	1.2	12
Cc1cc(NC(=O)CSCC(=O)OCC(=O)Nc2cc(C)c(C)cc2[N+](=O)[O-])no1	8	-36	1	-1	-0.2	0	0	-0.6	0.3	-8
CCCc1cc(=O)oc2c3c(cc(OCC(=O)NCC4CCC(C(=O)O)CC4)c12)OC(C)(C)CC3 (stereo unspecified)	-13	6	7	-4	-0.5	-1	-1	-0.6	-0.2	-3
CN(C)S(=O)(=O)c1cccc(C(=O)OCC(=O)Nc2ccccc2OC(F)F)c1	6	-4	4	-3	-0.5	0	-9	-0.2	0.0	5
CC(C)n1c(COc2ccccc2)nc2ccccc21	3	7	-1	0	-0.3	2	0	0.0	-0.2	-7
C=CC[C@H](CC(=O)NCCO)C(=O)NC[C@@H](OC(=O)[C@@H](CC=C)Cc1ccc(F)cc1)c1ccccc1	2	0	-1	-6	-0.1	1	-9	-0.8	0.3	-1
Cc1cc(C)c(C#N)c(SCC(=O)NC(C)(C)C)n1	-9	3	1	-2	0.3	-2	-9	0.1	0.4	9

Pulled one by one from above (6):
SMILES	eLon inh	SUMO1-SIM PPI	DNMT1 inh	bovine MsrA act	TbMetRS inhib	STEP block	Scp-1 inhibitor	LMPTP block	MsrA inh	NRP1-CendR mod
CC(C(=O)NC1CCCC1)N(Cc1ccco1)C(=O)c1snc(C(=O)NC2CCCC2)c1N (stereo unspecified)	-3	-12	-2	-5	-0.6	3	0	0.1	0.3	1
O=C(COc1ccccc1)NCC1CCCO1 (stereo unspecified)	-1	-2	0	-8	-1.2	0	-1	-1.1	1.5	6
Cc1cc(C)n(CC2CC(=O)N(c3cc(Cl)cc(Cl)c3)C2=O)n1 (stereo unspecified)	-18	1	9	3	-0.3	-2	1	-1.1	-0.8	-6
CN(C)S(=O)(=O)c1cccc(C(=O)OCC(=O)Nc2ccccc2OC(F)F)c1	6	-4	4	-3	-0.5	0	-9	-0.2	0.0	5
CCCc1cc(=O)oc2c3c(cc(OCC(=O)NCC4CCC(C(=O)O)CC4)c12)OC(C)(C)CC3 (stereo unspecified)	-13	6	7	-4	-0.5	-1	-1	-0.6	-0.2	-3
O=S(=O)(Nc1ccc(S(=O)(=O)Nc2ccccc2)cc1)c1ccccc1	-3	1	-2	-1	-0.7	4	-2	0.4	-0.5	1

(continued)
SMILES	eLon inh	SUMO1-SIM PPI	DNMT1 inh	bovine MsrA act	TbMetRS inhib	STEP block	Scp-1 inhibitor	LMPTP block	MsrA inh	NRP1-CendR mod
Cc1cc(NC(=O)C2CCCN(S(=O)(=O)c3c(C)noc3C)C2)no1 (stereo unspecified)	-6	3	1	-3	-0.4	-2	-13	-1.6	-0.1	-9
COc1ccc(OC)c2c1CCC2=O	2	-2	3	-13	-1.8	2	3	-2.7	0.5	30*
OC(Cc1cccnc1)(Cc1cccnc1)c1cc2ccccc2[nH]1	-1	-2	14	-7	0.3	2	-4	8.3	-1.4	12
CCn1c(=O)cc(OCC(=O)Nc2ccccc2N2CCN(C)CC2)c2ccccc21	-8	0	2	0	-0.4	0	-11	-0.1	0.6	-4
O=C(Nc1ccccc1)Nc1ccno1	-4	-1	2	-3	3.0	1	-7	-1.4	-0.9	-3
COc1cc(CNC(C)c2ccccc2)c(Br)cc1OCC(N)=O (stereo unspecified)	-4	2	0	1	-0.5	1	-4	-0.2	-0.6	7
Cc1occc1C(=O)N/N=C/C(Br)=C\c1ccccc1	-6	-28	1	-3	-0.1	-1	-7	1.6	0.8	0
Cc1ccccc1OCC(=O)N/N=C/c1cc2ccccc2nc1Cl	2	1	3	-2	0.4	-2	-5	1.7	1.3	-3
O=C(CCCCC(=O)NN=Cc1ccccc1O)NN=Cc1ccccc1O	5	4	0	-2	0.4	1	-16	-0.9	0.9	6
O=c1c2ccccc2[nH]c(=S)n1CCN1CCN(Cc2ccccc2)CC1	-2	-2	-4	-4	-0.5	0	-8	-1.8	2.0	8
Cc1ccc(C(=O)Nc2sc3c(c2C(=O)NCc2ccco2)CCCC3)cc1	1	-2	36	-4	0.2	-1	-5	3.5	0.2	-9
CC1CCCC(C)N1Cc1cn2ccccc2n1 (stereo unspecified)	-5	2	6	-3	-0.9	-3	2	0.5	0.0	-3
O=c1c2ccccc2c(-c2cccc(C(F)(F)F)c2)nn1-c1ccccc1	-1	3	8	-2	0.2	2	-13	3.8	-0.6	-4
COc1cccc(NC(=O)/C=C/c2ccco2)c1	-6	-13	-6	-3	0.5	-1	-7	-1.1	4.6*	-9
Cc1ccc(Oc2ccc3c(c2)C(=O)N(c2ccc(S(=O)(=O)Nc4nccs4)cc2)C3=O)cc1	4	-13	2	2	1.5	3	0	2.6	1.3	-10
CCN(CC(=O)NCc1ccc(Cl)cc1)S(=O)(=O)c1ccc(F)cc1	-4	3	2	-7	-1.3	6	-6	2.5	2.0	0
CC(C)N(CCCNC(=O)C1CCC(CNS(=O)(=O)c2ccccc2)CC1)Cc1ccccc1 (stereo unspecified)	3	-3	-2	0	-0.3	-3	-5	-2.2	-0.3	11
CC(C)(C)OC(=O)N1CCCC(C(=O)Nc2cccc(C(=O)N3CCCCC3)c2)C1 (stereo unspecified)	-6	1	7	0	-0.8	-1	-8	0.9	-1.9	-22
CCCCCC1CC(=O)NC1(C(=O)OCC)C(=O)OCC (stereo unspecified)	-16	5	-1	-2	-0.3	-1	-3	-0.9	1.1	3
Cc1ccc2cc(C#N)c(NCc3ccco3)nc2c1	1	3	1	0	-0.6	1	-4	0.6	0.0	-10
CCn1c(C)nnc1SCC(=O)Nc1ccc(Cl)cc1	8	5	3	-1	0.6	1	-4	-0.5	0.6	-14
N=C1C2=C3Sc4ccccc4N3CCCC2=NN1c1cccc(S(=O)(=O)O)c1	1	21	0	-4	0.0	0	1	-0.6	2.9	11
Cc1ccc(C(=O)NCCc2nnc3ccc(N4CCCC4)nn23)cc1	-7	29	0	-3	-0.3	-3	-5	1.5	0.2	12
CC1(N2CCCCC2)CC2(O)C(=[N+]1[O-])CCC/C2=N\O (stereo unspecified)	1	-3	-4	-5	-0.1	-2	-7	1.8	1.2	6
CCCOc1ccc(-c2csc(NC(=O)CN3C(=O)CCC3=O)n2)cc1	-16	-1	5	-3	-0.8	-3	-6	-2.0	-0.9	-2

Next section
SMILES	eLon inh	SUMO1-SIM PPI	DNMT1 inh	bovine MsrA act	TbMetRS inhib	STEP block	Scp-1 inhibitor	LMPTP block	MsrA inh	NRP1-CendR mod
C=CCNC(=O)COC(=O)/C=C/c1cccs1	-5	-10	1	-4	-0.3	-2	-1	-2.0	1.2	11
O=C(NNc1cc(Cl)ccc1Cl)c1cccs1	-5	1	3	-1	0.2	-2	-4	-1.2	-0.4	-21
COc1cc2cc(CCCOC(=O)c3cc(OC)c(OC)c(OC)c3)oc(=O)c2cc1OC	-9	1	3	-1	0.0	1	-6	0.8	0.3	3
Cc1onc(-c2ccccc2)c1C(=O)Nc1ccc(OC(C)C)cc1	1	6	4	-1	-0.4	1	-9	0.7	-0.8	9
O=C(CSc1ccc(-c2cccnc2)nn1)Nc1ccc(F)cc1F	-2	4	-3	-5	-0.1	0	-5	-0.2	0.8	2
COc1cc(C(=O)N2CCN(c3cccc(Cl)c3)CC2)ccc1OCC(=O)N1CCOCC1	-9	-6	-1	-3	-0.1	0	/	-1.5	1.0	2
C=CC[C@@H](Cc1ccc(F)cc1)C(=O)OC[C@H]1CCCN1C(=O)[C@H](CC=C)CC(=O)NCCO	2	0	8	-2	-0.3	0	-8	-0.3	0.1	4
CC1CC(C)CN(c2oc(-c3ccccc3F)nc2C#N)C1 (stereo unspecified)	-8	0	-3	-1	-0.2	1	-15	1.6	0.9	0
